# High-throughput results: PubChem BioAssay, The Scripps Research Institute Molecular Screening Center
# CHO parental Ca: counter-screen for OX1R antagonists: effect in parental CHO cells; parental CHO-K1, ATP-induced calcium, Fluo-8 fluorescence; inhibition, % at 5.6 µM; hit rate 0.63% among 330,000;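 active = inhibition above that plate's mean sample inhibition plus 3 SD, cut at about 26% in these data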;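 also: 0% = ATP-challenged DMSO wells and 100% = DMSO wells without ATP; some compounds past the cut are filed as inactive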
#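 Material: parental CHO cells / Compound: single nominal dose of 5.6 µM per compound / Signal: Fluo-8 fluorescence / Replicates: singlicate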
# TAAR1 agonist: agonists of human TAAR1 | CHO RD-HGA16 TAAR1, Fluo-8 calcium fluorescence; vehicle wells 0%, saturating PEA agonist 100% | hit rate 0.99% among 360,000 | Q96RJ0 | activation, % at 3 µM;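 active = activation above the mean activation of all test compounds in the run plus 3 SD, cut at about 38% in these data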
# Target sequence (Q96RJ0 whole entry, looked up): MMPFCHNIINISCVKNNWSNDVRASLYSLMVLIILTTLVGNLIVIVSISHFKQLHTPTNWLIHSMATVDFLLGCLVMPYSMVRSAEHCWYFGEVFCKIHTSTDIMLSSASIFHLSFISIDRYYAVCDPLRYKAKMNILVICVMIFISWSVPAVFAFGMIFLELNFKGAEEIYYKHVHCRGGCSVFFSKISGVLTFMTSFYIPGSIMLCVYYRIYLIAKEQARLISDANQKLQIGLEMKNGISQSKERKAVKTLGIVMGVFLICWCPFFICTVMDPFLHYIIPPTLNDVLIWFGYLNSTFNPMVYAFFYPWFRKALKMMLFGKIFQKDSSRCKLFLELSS
#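 test system = CHO RD-HGA16 cells carrying human TAAR1 plus Gα16 | schedule = 17-24 h seeding, 75 min 37 °C dye, 30 min RT | compound dosing = 3 µM single concentration | control set = DMSO and PEA EC100 | replicates = n 1 | signal = Fluo-8 fluorescence, 5 s baseline then 140 s kinetic read | measure = percent activation vs PEA EC100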
# V1R ag counter: activates human V1a receptor in oxytocin agonist counter-screen; P37288; CHO-V1R cells, Fluo-8 calcium fluorescence, agonist mode; 0% DMSO, 100% 3 nM vasopressin; activation, % at 3 µM; hit rate 0.25% among 320,000; AID 2797;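 active = activation above the mean activation of all tested compounds plus 3 SD, per screening run, cut at about 20% in these data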;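 also: signal is peak over basal fluorescence ratio across a 100 second FLIPR read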
# Target sequence (P37288 whole entry, looked up): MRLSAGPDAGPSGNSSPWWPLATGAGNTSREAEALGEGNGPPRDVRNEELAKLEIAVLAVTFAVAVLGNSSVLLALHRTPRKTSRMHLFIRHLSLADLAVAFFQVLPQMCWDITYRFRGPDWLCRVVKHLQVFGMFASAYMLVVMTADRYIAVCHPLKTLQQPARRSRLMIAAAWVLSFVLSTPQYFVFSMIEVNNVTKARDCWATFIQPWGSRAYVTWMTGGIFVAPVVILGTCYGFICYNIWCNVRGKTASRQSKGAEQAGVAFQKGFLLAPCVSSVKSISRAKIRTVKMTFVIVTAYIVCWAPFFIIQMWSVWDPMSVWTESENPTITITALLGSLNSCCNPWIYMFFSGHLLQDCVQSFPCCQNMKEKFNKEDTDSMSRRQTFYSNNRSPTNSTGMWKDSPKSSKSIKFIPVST
# OXTR ag: activates the human oxytocin receptor; CHO-OTR cells, Fluo-8 calcium fluorescence; normalized: DMSO 0%, oxytocin 100%; hit rate 0.32% among 320,000; activation, % at 3 µM;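 active = activation above the mean of all tested compounds plus 3 SD, cutoff set per screening run, cut at about 20% in these data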;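 also: peak over basal fluorescence ratio from a 100 s FLIPR kinetic read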
# TAAR1 antag: human TAAR1 antagonism; Q96RJ0; CHO RD-HGA16 TAAR1, Fluo-8 calcium fluorescence, antagonist; hit rate 1.5% among 360,000; inhibition, % at 3 µM;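 active = inhibition above a per-plate cutoff, the mean inhibition of test compounds on that plate plus 3 SD, cut at about 49% in these data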;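 also: 0% = DMSO plus EC80 beta-PEA response and 100% = DMSO alone without agonist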
#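 Test system: CHO RD-HGA16 cells bearing hTAAR1 | Reagent: β-PEA, EC80 | Compound dosing: 3 µM, single point | Schedule: Dye loading 75 min at 37 °C, then 30 min room temperature | Signal: Calcium fluorescence with Fluo-8 | Evaluation: Percent inhibition of PEA-evoked calcium signal, max/basal emission ratio | Control set: DMSO-only wells and EC80 β-PEA-stimulated wells | Repeats: Singlicate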
# M1 PAM: positive allosteric modulators of human M1 muscarinic receptor. AID 588819. CHO-K1 hM1, Fluo-8 calcium fluorescence, ACh EC20; 0% = ACh EC20, 100% = maximal ACh. activation, % at 3 µM. hit rate 0.088% among 360,000; in the data active = activation above about 19%, passing the limit was not always enough
# CHRM1 antagonist: blocks human M1 muscarinic receptor; P11229; inhibition, % at 3 µM; CHO-K1 hM1, Fluo-8 calcium fluorescence, ACh EC80 antagonist; hit rate 1.3% among 360,000;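 active = percent inhibition above its own plate's cutoff, namely the mean of that plate's compound wells plus 3 SD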;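 also: peak over basal fluorescence ratio during 140 s after agonist addition; 0% = ACh EC80 plus DMSO and 100% = DMSO alone without agonist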
# CHRM1 agonist: activates human CHRM1 receptor; hit rate 0.33% among 360,000; activation, % at 3 µM; CHO-K1 hM1, Fluo-8 calcium fluorescence, agonist mode; 0% DMSO, 100% acetylcholine EC100; P11229;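 active = activation above the run's mean compound activation plus 3 SD, cut at about 16% in these data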;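 also: peak over basal fluorescence ratio within a 140 s kinetic read after compound addition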
# OXTR potentiator: potentiates the human oxytocin receptor response; P30559; CHO-OTR cells, Fluo-8 calcium fluorescence, potentiator mode; 0% = oxytocin EC15, 100% = EC100; activation, % at 3 µM; hit rate 0.061% among 320,000; AID 2445;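 active = activation above that plate's cutoff, the mean activation of tested compounds plus 3 SD, cut at about 6.6% in these data, passing the limit was not always enough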;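 also: 100% uses oxytocin at 75 nM as the full agonist control; some results filed as inactive read as strong as hits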
#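 Assay system: CHO cell line stably expressing human OTR. Reagent: EC15 oxytocin agonist. Dosing: single dose, 3.0 µM nominal final compound concentration. Timing: compound 6 min at room temperature before oxytocin, 100 s read. Signal: kinetic Fluo-8 calcium fluorescence. Controls: oxytocin EC15 low and EC100 high.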
# Numbers without * were called inactive; nt = not tested or not shown. This is a random part of the collection; any-hit rate near 3.7%.
SMILES,CHO parental Ca,TAAR1 agonist,V1R ag counter,OXTR ag,TAAR1 antag,M1 PAM,CHRM1 antagonist,CHRM1 agonist,OXTR potentiator
COCCOCC(O)CN1CCN(c2ccc(C)cc2)CC1 (stereo not drawn),-8,0,-0.2,0.5,-10,3,-29,-4,-5
CC1CCN(C(=O)C(C)Sc2nc(-c3ccccc3)cc(C(F)(F)F)n2)CC1 (stereo not drawn),30*,5,-0.9,-1.9,12,-2,-5,-5,-2
O=C(CSc1nc2ccccc2c(=O)n1CCCO)NC1CC1,-12,4,0.1,1.9,-6,7,-2,-4,1
CNc1ccn(C2CCCO2)c(=O)n1 (stereo not drawn),-1,0,0.5,0.8,-1,9,-2,6,4
Cc1cc(C)cc(CC2CC(=O)N(c3nc(C)cc(C)n3)C2=O)c1 (stereo not drawn),-8,5,0.6,-0.1,1,0,8,-2,-8
COc1cc(CNC(C)(C)CO)cc(Br)c1OCc1ccc(Cl)cc1,15,26,9.1,17,26,1,6,-9,-8
CCNC(=O)C(=O)Nc1ccc([N+](=O)[O-])cc1,-7,5,1.3,0.6,2,8,5,1,-2
COc1cc(NC(=O)C/C(C)=N/NC(=O)C(OC)c2ccccc2)c(OC)cc1Cl (stereo not drawn),-13,0,0.4,-0.8,15,-7,13,-1,-2
O=C(CN1C(=O)NC2(CCCCC2)C1=O)Nc1ccc(N2CCCCC2)cc1,-13,3,0.6,1.2,-10,-1,5,-2,3
N#Cc1ccccc1C[C@H](N)C(=O)NC[C@H]1O[C@@H](n2ccc(N)nc2=O)[C@H](O)[C@@H]1O,nt,1,nt,nt,0,-1,-1,-1,nt
O=C1CSC(c2cccc([N+](=O)[O-])c2)N1Cc1ccccc1 (stereo not drawn),nt,-2,nt,nt,14,-2,11,-5,nt
COc1ccc(OC)c(S(=O)(=O)N2CCCCC2C(=O)O)c1 (stereo not drawn),-7,9,0.8,0.4,6,5,-26,-3,1
COc1cccc(CC2(CO)CCN(Cc3cnc(N4CCOCC4)s3)CC2)c1,-3,11,-0.2,1.6,-11,2,0,-5,-8
CNC(=S)N(Cc1ccc(OC)cc1)Cc1cc2ccc(C)cc2[nH]c1=O,-13,4,0.7,-0.7,0,4,3,-1,-2
CC1=C(C(=O)OCc2ccccc2)C(c2ccco2)n2ncnc2N1 (stereo not drawn),0,2,3.6,1.1,12,-23,20,-1,-12
c1ccc(COc2ncnc3c2ncn3CCCNCC2CCCO2)cc1 (stereo not drawn),nt,0,nt,nt,-5,8,-10,-10,nt
Cc1ccccc1S(=O)(=O)Cc1ccc(C(=O)NCCc2ccccc2)o1,-22,13,2.2,0.8,3,12,-16,-1,-13
COc1cccc(C(=O)Nc2nc3c(c(=O)[nH]2)CCCC3)c1,-19,2,0.6,-0.8,4,8,-27,-4,-14
COc1cccc(C(=O)NNC2=C(C(=O)C(F)(F)F)CCC2)c1,4,2,-1.0,-1.5,-22,9,-20,-2,-10
O=C(c1ccccc1)N1CCN(C2C3CC4CC(C3)CC2C4)CC1 (stereo not drawn),-8,10,-1.0,-1.1,2,-6,1,-9,0
CCCCN1c2ccccc2N(CCCO)c2cc(C)nnc21,-10,9,-0.7,0.0,-8,3,-20,-5,1
O=C(O)c1ccc(CN2C[C@@H](CO)O[C@@H](n3cnc4c(NCc5ccco5)ncnc43)C2)cc1,nt,2,nt,nt,-6,11,-12,-2,nt
C[C@@H]1CN([C@@H](C)CO)C(=O)CCCn2nncc2CO[C@H]1CN(C)Cc1ccc2cccnc2c1,nt,6,nt,nt,-8,5,-11,-9,nt
CCc1nc2c(OCc3cccc(OC)c3)cccn2c1N(C)C(=O)c1ccc(OC)cc1,nt,0,nt,nt,-5,-4,-4,-8,nt
CC(Oc1ccccc1Cl)C(=O)Nc1ccc(S(=O)(=O)N2CCN(C)CC2)cc1 (stereo not drawn),nt,7,nt,nt,9,-2,12,-5,nt
Cc1cccc(C)c1NC(=O)c1cn(-c2ccccc2)nc1-c1ccccc1,-10,1,-0.6,-2.4,-8,7,-14,-10,-3
COC(=O)c1c(NC(=O)c2ccc(Br)s2)sc2c1CCC2,-10,2,-0.7,0.0,-8,3,-5,-4,8
COC(=O)C1CC2=C(CCCC2=O)N(Cc2ccccc2)C1=O (stereo not drawn),nt,0,nt,nt,-19,6,-13,-3,nt
CCCn1c(/C=N/Nc2nc3ccccc3[nH]2)nc2ccccc21,nt,2,nt,nt,21,-14,-8,-4,nt
CCCn1c(=N)n(CC(=O)c2cccs2)c2ccccc21,-28,6,-0.3,1.4,-10,1,-29,-6,-5
Cc1ccc(N(CC(=O)NC2CCCC2)C(=O)CCCC(=O)Nc2ccccn2)cc1C,-16,7,-0.3,0.1,-35,6,-11,-5,-10
COc1ccc(S(=O)(=O)Nc2nc3ccccc3s2)cc1OC,-18,10,1.7,1.6,-3,3,4,-1,0
COc1cccc(NC(=O)CN(C)C(=O)c2cn(-c3ccccc3)nc2-c2cccnc2)c1,-18,12,1.5,0.4,44,-6,5,-5,-4
O=C1CC(N2CCN(CCc3ccccn3)CC2)C(=O)N1c1ccc(Cl)cc1 (stereo not drawn),-24,-2,-0.5,-0.2,14,14,-8,-7,2
COC(=O)c1c(O)ccc(Oc2ccccc2)c1C(=O)OC,2,12,-0.6,-2.3,8,-5,6,-4,-8
COc1ccc(Oc2nc(-c3cccnc3)nc3ccccc23)cc1,-39,-2,-1.4,-0.3,11,-8,10,-6,-3
CC1CCCCC1NC(=O)Cn1[nH]c(=O)c2ccccc2c1=O (stereo not drawn),-5,18,2.4,3.0,-4,4,-10,-2,-1
O=Cc1cnc(N2CCCCC2)s1,-1,-1,-0.4,0.8,13,7,-5,-5,-23
FC(F)(F)c1ccccc1Cc1c(-c2ccc(Cl)cc2)nc2ccc(Cl)cn12,nt,2,nt,nt,8,1,-17,-6,nt
COc1cc(-c2nnc(SCc3c(F)cccc3Cl)o2)cc(OC)c1OC,0,nt,0.2,0.9,nt,-10,22,-4,-4
Cc1nnc(NC(=O)CSc2nc3ccccc3o2)s1,2,8,1.3,-1.0,2,11,-6,2,-1
O=C(CNC(=O)c1ccco1)Nc1cccc(Cl)c1,-5,0,1.4,0.5,13,8,-9,-5,0
Cc1nnsc1Sc1ccccc1C(=O)O,10,-1,0.5,-0.7,5,10,1,-2,-1
O=C1NC(=O)/C(=C\c2ccc(O)cc2O)S1,6,10,-1.0,0.0,-6,1,4,-4,-5
CCn1c(CCC(N)=O)nnc1SCC(=O)c1cc(C)n(C2CC2)c1C,-10,1,0.3,0.7,3,3,1,-3,6

# An excerpt of these results, with bars between the fields.
Molecule | CHO parental Ca | TAAR1 agonist | V1R ag counter | OXTR ag | TAAR1 antag | M1 PAM | CHRM1 antagonist | CHRM1 agonist | OXTR potentiator
O=C(CNC(=O)c1ccco1)Nc1cccc(Cl)c1 | -5 | 0 | 1.4 | 0.5 | 13 | 8 | -9 | -5 | 0
O=Cc1cnc(N2CCCCC2)s1 | -1 | -1 | -0.4 | 0.8 | 13 | 7 | -5 | -5 | -23

# The listing continues:
SMILES,CHO parental Ca,TAAR1 agonist,V1R ag counter,OXTR ag,TAAR1 antag,M1 PAM,CHRM1 antagonist,CHRM1 agonist,OXTR potentiator
CCCCn1c(=O)c(F)cn(Cc2ccc(OC)c([N+](=O)[O-])c2)c1=O,-8,2,2.0,2.4,-4,-1,-3,-6,-2
N#Cc1ccc(S(=O)(=O)N2CCCCC2c2cc(C(=O)N3CCOCC3)no2)cc1 (stereo not drawn),nt,1,nt,nt,-5,13,-9,-4,nt
O=C(CCCCCN1C(=O)c2ccccc2C1=O)Nc1ccccc1,7,8,1.6,1.2,-19,6,-7,0,1
COc1cccc(N(CC(=O)NCc2ccccc2)C(=O)CCC(=O)Nc2nccs2)c1,-2,1,-0.6,-0.3,-9,4,-2,-4,-9
CCOC1=C2CN(S(=O)(=O)c3ccc(C)cc3)[C@H](c3ccccc3)C[C@@H]2N(S(=O)(=O)c2ccccc2C)[C@H](c2ccccc2)C1,nt,0,nt,nt,-1,7,0,-4,nt
O=C(Cc1ccc(Cl)cc1)Nc1nc2ccccc2[nH]1,9,39*,0.5,-0.8,2,11,-7,-3,-11
COc1cccc(C(=O)CSc2nnc(-c3cccs3)o2)c1,-12,9,-1.8,-0.8,3,2,-10,-4,-4
Cn1cc(Cl)c(-c2n[nH]c(=S)n2-c2ccccc2)n1,-7,2,-0.6,0.0,-20,17,-15,-7,-5
CN(C)CC(=O)Nc1ccc(S(N)(=O)=O)cc1,-12,-1,0.3,1.5,-3,1,4,-5,-10
O=C1c2ccccc2C(=O)c2c(Nc3ccc(CCO)cc3)ccc(O)c21,-10,2,-0.6,-1.7,10,4,-14,-5,-3
CCOCc1cc(CN2CCC(n3nccc3NC(=O)C3CC3)CC2)ccc1OC,nt,0,nt,nt,-8,10,-8,-6,nt
CC(C)CC(=O)N/N=C/c1c(N)n(C)c(=O)n(C)c1=O,-13,12,-0.3,-0.7,6,15,-16,-2,-12
S=C(Nc1ccccc1Oc1ccccc1)NC1CCCC1,-13,5,-1.1,-2.0,-15,3,-8,-6,-18
O=C(NNc1ccc(C2CCCCC2)cc1)C(O)(c1ccccc1)c1cccs1 (stereo not drawn),-26,4,-0.2,-0.1,-21,8,-11,-5,-10
Brc1cccc(/C=N\n2cnnc2)c1,-9,14,0.1,-0.4,-4,7,3,-2,-1
COC(=O)Sc1nnc(-c2ccc(Br)cc2)o1,-4,nt,0.4,1.9,nt,nt,nt,nt,-4
Cc1ccc(C)c(N(C(=O)c2ccco2)C(C(=O)NC2CCCC2)c2ccco2)c1 (stereo not drawn),-22,-2,-1.2,-1.7,-3,7,-6,-3,-1
Cc1ccc(S(=O)(=O)N2CCC(C(=O)NC3CC(C)(C)NC(C)(C)C3)CC2)cc1C,6,2,-0.8,-0.5,-25,5,-7,-6,-8
CCC(C)N1CCN(C(=O)c2cc(OC)cc(OC)c2)CC1 (stereo not drawn),-6,2,1.1,-0.1,4,5,-7,-8,-2
O=S(=O)(c1ccc2c(c1)CCCC2)N1CCNCC1,-20,-2,0.5,1.2,-9,12,-12,-3,3
NC(=O)Cn1cnc2nc3n(c2c1=O)CCC3,12,1,0.6,1.1,-17,6,-8,-2,-5
